Screens deposited in PubChem by National Center for Advancing Translational Sciences (NCATS).
PI4K2A block = inhibitors of human PI4K2A. Q9BTU6. purified PI4K2A, ADP-Glo luminescence, 1 h; hits give low values. activity change, negative = inhibition, % at 76.9 µM. 420,000 tested, 0.13% active. AID 1346378; in the data active = activity change below about -50%; inconclusive = mostly about -30% to -49%;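 also: -100% = wells without enzyme as full effect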
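In this quantitative HTS, ADP production by PI4K2A was quantified luminescently after 1 h at ambient temperature; 100 microM adenosine served as plate-quality control.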
HP1b binding inh = HP1-beta chromodomain-methylated histone interaction inhibition. P83916. AlphaScreen HP1-beta / biotin-H3K9me3 peptide binding. Potency, µM (doses to about 114 µM), inactives show at the highest dose activity change, negative = inhibition, hits mostly inhibitors. 390,000 tested, 0.56% active. AID 540317; also: potency is read from the fitted curve at half-maximal effect; nearly all actives have a fitted effect of over 70% in size; inactives centre near 23
Target sequence (P83916 whole entry, looked up): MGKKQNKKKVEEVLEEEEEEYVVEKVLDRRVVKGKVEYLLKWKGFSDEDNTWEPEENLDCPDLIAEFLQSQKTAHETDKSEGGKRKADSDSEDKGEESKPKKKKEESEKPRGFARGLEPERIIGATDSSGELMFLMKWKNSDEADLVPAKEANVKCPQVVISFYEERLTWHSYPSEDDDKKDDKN
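Compound inhibition of the preformed complex between 50 nM HP1-beta and 50 nM biotinylated H3K9me3 peptide was read by AlphaScreen. Buffer was PBS pH 7.4 with 0.01% Tween-20. Incubations ran 30 min at room temperature, with 10 ug/mL donor/acceptor beads.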
ALOX12 inh = inhibitors of human 12S-lipoxygenase ALOX12; Potency, µM (series often up to 108 µM), inactives show top-dose activity change, negative = inhibition, most hits filed as inhibitors; 580,000 tested, 1.1% active; P18054; purified 12hLO, xylenol orange hydroperoxide absorbance; AID 1671190; also: potency is read from the fitted curve at half-maximal effect; % is scaled to controls: 0 for no effect and ±100 for the full control effect
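Purified human 12hLO at 150 nM in 25 mM Hepes, 0.01% Triton X-100, pH 7.0, preincubated 15 min at room temperature with compound. Reaction started with 40 uM arachidonic acid, 30 min at room temperature. Hydroperoxide measured by Fe-xylenol orange, 573/405 nm absorbance ratio.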
G9a inh = G9a (human) methyltransferase inhibition | Potency, µM (doses to about 102 µM), inactives show top-dose activity, negative = inhibition, usual class: inhibitors | G9a H3K9 monomethylation, AlphaScreen, 2 h | 350,000 tested, 8.8% active | Q96KQ7; also: potency is read from the fitted curve at half-maximal effect; % is scaled to controls: 0 for no effect and ±100 for the full control effect; nearly all actives have a fitted effect of over 75% in size
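Chemiluminescent proximity detection of H3K9 monomethylation, read after 10 min bead incubation in the dark. Reaction: 20 nM G9a, 500 nM biotin-H3K9 peptide, 20 uM SAM cofactor, 2 h, room temperature, following 15 min enzyme-compound preincubation.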
ERG Ets-DNA blk = inhibitors of human ERG Ets domain-DNA interaction | fluorescence polarization, His-ERG Ets domain / labelled DNA | Potency, µM (doses to about 76.9 µM), for inactives: top-dose FP activity, negative = inhibition, most hits filed as inhibitors | P11308 | 370,000 tested, 0.028% active; active = well fitted inhibition curve with a large enough effect in the polarisation, with a control signal flat; inconclusive = small, poorly fitted or top-dose-only effect, or effect the other way, or a change in a side signal; inactive = no such curve, though single readings can be large or run the other way; the % refers to the polarisation;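 also: polarization taken with two DNA probes labelled with fluorescein and Texas red; potency is read from the fitted curve at half-maximal effect; % of control where 0% means no effect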
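His-tagged ERG Ets domain (1 uM in the protein solution; 300mM KCl, 50mM Tris-HCl, 1mM EDTA, 1mM DTT, pH 7.5) received compound, then a probe mix of 5 nM fluorescein-DNA and 100nM Texas-615-DNA. Fluorescence polarization was read for both dyes.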
BAZ2B inh = inhibitors of human BAZ2B bromodomain; 360,000 tested, 4.4% active; Q9UIF8; AlphaScreen BAZ2B-H3K14Ac peptide displacement; Potency, µM (titrated, usually from 114 µM), without a hit: top-dose activity change, negative = inhibition, most hits filed as inhibitors; also: potency is read from the fitted curve at half-maximal effect; % is scaled to controls: 0 for no effect and ±100 for the full control effect; nearly all actives have a fitted effect of over 60% in size
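BAZ2B (50 nM) with biotin-H3(5-23)K14Ac peptide (50 nM) in PBS pH 7.4, 0.01% Tween-20, preformed 30 min, then compound 30 min at room temperature; top concentration 110uM. AlphaScreen streptavidin donor/nickel chelate acceptor beads (10 ug/mL final), 20 min dark, signal read.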
RGS4 inh = blocks human RGS4-accelerated GTP hydrolysis | Transcreener GDP fluorescence polarization, RGS4-accelerated GTP hydrolysis | Potency, µM (series often up to 114 µM), inactives show top-dose activity change, negative = inhibition, actives largely listed as inhibitors | 390,000 tested, 0.039% active | P49798 | AID 504845; also: potency is read from the fitted curve at half-maximal effect; % is scaled to controls: 0 for no effect and ±100 for the full control effect; nearly all actives have a fitted effect of over 75% in size; some results filed as inactive show a strong effect at the top dose
Target sequence (P49798 whole entry, looked up): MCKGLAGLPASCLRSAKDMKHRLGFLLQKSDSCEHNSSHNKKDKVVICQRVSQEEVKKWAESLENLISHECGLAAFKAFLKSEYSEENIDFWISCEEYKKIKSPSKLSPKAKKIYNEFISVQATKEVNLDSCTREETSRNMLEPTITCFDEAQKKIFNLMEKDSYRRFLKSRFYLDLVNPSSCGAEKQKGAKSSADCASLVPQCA
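MLSMR compounds (23 nl, pin-transferred) preincubated 10 min at room temperature with a 500nM (2x) first reagent, then RGS4 at 900nM (2x) plus Transcreener GDP mix added; fluorescence polarization (620/688 nm) read before and after 90 min at 30 °C.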
GLS inh = glutaminase GLS (human) inhibition; O94925; GLS enzymatic activity, qHTS titration; Potency, µM (doses to about 45.5 µM), for the others: at the top dose activity change, negative = inhibition, usual class: inhibitors; 410,000 tested, 0.21% active; AID 624170; also: potency is read from the fitted curve at half-maximal effect; % is scaled to controls: 0 for no effect and ±100 for the full control effect
Target sequence (O94925 whole entry, looked up): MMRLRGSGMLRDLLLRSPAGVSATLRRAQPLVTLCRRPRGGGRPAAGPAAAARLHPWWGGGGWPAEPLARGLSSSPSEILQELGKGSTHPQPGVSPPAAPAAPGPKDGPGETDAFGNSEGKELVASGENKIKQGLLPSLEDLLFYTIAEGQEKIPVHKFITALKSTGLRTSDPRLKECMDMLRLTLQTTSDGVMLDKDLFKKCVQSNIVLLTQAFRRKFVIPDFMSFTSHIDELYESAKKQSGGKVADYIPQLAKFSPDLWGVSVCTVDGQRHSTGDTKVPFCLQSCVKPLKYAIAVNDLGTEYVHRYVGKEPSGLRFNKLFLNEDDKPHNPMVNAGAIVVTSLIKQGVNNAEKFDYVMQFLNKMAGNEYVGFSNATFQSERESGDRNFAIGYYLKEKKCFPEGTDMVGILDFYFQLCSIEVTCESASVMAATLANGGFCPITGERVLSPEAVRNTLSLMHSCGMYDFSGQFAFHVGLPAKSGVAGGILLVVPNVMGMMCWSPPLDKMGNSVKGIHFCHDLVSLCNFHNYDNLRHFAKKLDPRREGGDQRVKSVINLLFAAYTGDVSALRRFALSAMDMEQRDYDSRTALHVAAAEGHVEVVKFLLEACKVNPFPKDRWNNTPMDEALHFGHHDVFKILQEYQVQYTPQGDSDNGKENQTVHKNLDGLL
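Coupled fluorescence readout: glutamate oxidase/HRP/Amplex Red detect glutamate formed by hKGA from L-glutamine (1 mM solution added). Buffer 45 mM KH2PO4 pH 8.2, 0.02% Tween-20; reads at t0 and 30 min RT.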
JMJD2A Tudor inh = inhibitors of human JMJD2A Tudor domain | AlphaScreen JMJD2A-Tudor / H3K4me3 peptide binding | 390,000 tested, 4.4% active | O75164 | Potency, µM (top dose mostly 114 µM), inactives show top-dose activity change, negative = inhibition, most hits filed as inhibitors; also: potency is read from the fitted curve at half-maximal effect; % is scaled to controls: 0 for no effect and ±100 for the full control effect; nearly all actives have a fitted effect of over 50% in size
Active calls of the source: *; [ ] = remark or other dose. Unless noted, calls follow the shape of the dose curve; as a rule, active = well fitted curve in the direction sought with a large enough effect; inconclusive = small, poorly fitted or top-dose-only effect, or another doubt; inactive = no such curve, though single readings can be large; an effect the other way counts as inactive or inconclusive. Only part of the results is shown; rates above refer to the full screens.

What do the screens show for `CC(=O)NCCC(=O)Nc1cc(S(=O)(=O)N2CCCCC2)ccc1N1CCN(C)CC1`?
PI4K2A block: 2; HP1b binding inh: 6%; ALOX12 inh: 3%; G9a inh: 50µM*; ERG Ets-DNA blk: 4%; BAZ2B inh: 10%; RGS4 inh: 9%; GLS inh: 11%; JMJD2A Tudor inh: inconclusive

What do the screens show for `Cc1cc(NC(=O)c2ccc3c(c2)N(Cc2cccc(Cl)c2)C(=O)c2ccccc2S3=O)ccc1Br` (stereo not drawn)?
PI4K2A block: 0; HP1b binding inh: 7%; ALOX12 inh: 4%; G9a inh: 5%[59 µM]; ERG Ets-DNA blk: -7%; BAZ2B inh: -1%; RGS4 inh: 4%; GLS inh: -3%; JMJD2A Tudor inh: -20%

What do the screens show for `O=C(N/N=C/c1ccc([N+](=O)[O-])s1)C(O)c1ccccc1` (stereo not drawn)?
PI4K2A block: -5; HP1b binding inh: 21%; ALOX12 inh: -3%; G9a inh: inconclusive; ERG Ets-DNA blk: 1%; BAZ2B inh: -35%; RGS4 inh: -4%; GLS inh: 11%; JMJD2A Tudor inh: -24%

How did CC(=O)N1CCc2cc(Br)cc(S(=O)(=O)CCC(=O)NCCc3ccc(Cl)cc3)c21 do in these assays?
PI4K2A block: 0; HP1b binding inh: 26%; ALOX12 inh: -7%; G9a inh: 10%[59 µM]; ERG Ets-DNA blk: -5%; BAZ2B inh: 0%; RGS4 inh: 17%; GLS inh: 2%; JMJD2A Tudor inh: -8%

What do the screens show for `O=C(COC(=O)c1nn(-c2ccccc2C(F)(F)F)cc1O)c1ccc(OC(F)F)cc1`?
PI4K2A block: 1; HP1b binding inh: 13%; ALOX12 inh: -1%; G9a inh: 12%; ERG Ets-DNA blk: 5%; BAZ2B inh: -4%; RGS4 inh: -13%; GLS inh: 1%; JMJD2A Tudor inh: -8%

What do the screens show for `CCc1nnc(NC(=O)CCC(=O)N2CCN(Cc3ccc(Cl)cc3)CC2)s1`?
PI4K2A block: 3; HP1b binding inh: 11%; ALOX12 inh: 0%; G9a inh: -8%[12.7 µM]; ERG Ets-DNA blk: -5%; BAZ2B inh: -22%; RGS4 inh: 11%; GLS inh: 8%; JMJD2A Tudor inh: -4%

What do the screens show for `Cc1ccc(OCC(=O)OCC(=O)c2cccc([N+](=O)[O-])c2)cc1C`?
PI4K2A block: 0; HP1b binding inh: 13%; ALOX12 inh: 221%[activator]; G9a inh: inconclusive; ERG Ets-DNA blk: 2%; BAZ2B inh: -21%; RGS4 inh: 10%; GLS inh: 66%[activator]; JMJD2A Tudor inh: -8%

What do the screens show for `CCOC(=O)C1=C(C)NC(=O)C1(NC(=O)c1cccnc1)C(F)(F)F` (stereo not drawn)?
PI4K2A block: -17; HP1b binding inh: -11%; ALOX12 inh: 5%; G9a inh: -39%; ERG Ets-DNA blk: 8%; BAZ2B inh: 7%; RGS4 inh: 11%; GLS inh: -4%; JMJD2A Tudor inh: -8%

Results for COC(=O)COc1ccc(S(=O)(=O)N2CCOCC2)cc1 ?
PI4K2A block: -1; HP1b binding inh: 39%; ALOX12 inh: 0%[57.4 µM]; G9a inh: -11%[59 µM]; ERG Ets-DNA blk: -1%; BAZ2B inh: 7%; RGS4 inh: -14%; GLS inh: -14%; JMJD2A Tudor inh: 14%

What do the screens show for `O=C1c2ccccc2C(=O)N1CC1c2ccccc2CCN1S(=O)(=O)c1ccccc1` (stereo not drawn)?
PI4K2A block: 2; HP1b binding inh: 43%[activator]; ALOX12 inh: 6%; G9a inh: -11%; ERG Ets-DNA blk: -1%; BAZ2B inh: 8%; RGS4 inh: -9%; GLS inh: -18%; JMJD2A Tudor inh: -12%

Reprinted at random: 3 entries already listed.
Results for COC(=O)COc1ccc(S(=O)(=O)N2CCOCC2)cc1 ?
PI4K2A block: -1; HP1b binding inh: 39%; ALOX12 inh: 0%[57.4 µM]; G9a inh: -11%[59 µM]; ERG Ets-DNA blk: -1%; BAZ2B inh: 7%; RGS4 inh: -14%; GLS inh: -14%; JMJD2A Tudor inh: 14%

How did CC(=O)N1CCc2cc(Br)cc(S(=O)(=O)CCC(=O)NCCc3ccc(Cl)cc3)c21 do in these assays?
PI4K2A block: 0; HP1b binding inh: 26%; ALOX12 inh: -7%; G9a inh: 10%[59 µM]; ERG Ets-DNA blk: -5%; BAZ2B inh: 0%; RGS4 inh: 17%; GLS inh: 2%; JMJD2A Tudor inh: -8%

What do the screens show for `CC(=O)NCCC(=O)Nc1cc(S(=O)(=O)N2CCCCC2)ccc1N1CCN(C)CC1`?
PI4K2A block: 2; HP1b binding inh: 6%; ALOX12 inh: 3%; G9a inh: 50µM*; ERG Ets-DNA blk: 4%; BAZ2B inh: 10%; RGS4 inh: 9%; GLS inh: 11%; JMJD2A Tudor inh: inconclusive

Further records follow.
How did O=C(COc1ccc(S(=O)(=O)Nc2ccc(Cl)cc2)cc1)N1CCOCC1 do in these assays?
PI4K2A block: 3; HP1b binding inh: 20%; ALOX12 inh: 101%[activator]; ERG Ets-DNA blk: -5%; BAZ2B inh: 0%; RGS4 inh: 8%; GLS inh: 5%; JMJD2A Tudor inh: -2%

What do the screens show for `CCCCn1c(-c2ccc(OC)cc2)nc2c(=O)n(C)c(=O)[nH]c21`?
PI4K2A block: 3; HP1b binding inh: 17%; ALOX12 inh: inconclusive; G9a inh: -3%; ERG Ets-DNA blk: 11%; BAZ2B inh: -24%; RGS4 inh: inconclusive; GLS inh: -24%; JMJD2A Tudor inh: inconclusive

What do the screens show for `CC(=O)Oc1ccc(/C=C2/Oc3ccccc3C2=O)cc1`?
PI4K2A block: 1; HP1b binding inh: 13%; ALOX12 inh: 115%[activator]; G9a inh: -2%; ERG Ets-DNA blk: 39%[activator]; BAZ2B inh: -14%; RGS4 inh: -19%; GLS inh: -9%; JMJD2A Tudor inh: -4%

How did CC1CCCC=CC2CC(OC(=O)CN(C)C)CC2C(O)C=CC(=O)O1 (stereo not drawn) do in these assays?
PI4K2A block: 9; HP1b binding inh: 37%[activator]; ALOX12 inh: -7%; RGS4 inh: -28%; GLS inh: -2%; JMJD2A Tudor inh: -12%

How did CCOc1ccc2[nH]c3c(NCCN(CC)CC)ncnc3c2c1 do in these assays?
PI4K2A block: 16; HP1b binding inh: 5%; ALOX12 inh: 2%; G9a inh: inconclusive; ERG Ets-DNA blk: -10%; BAZ2B inh: -5%; RGS4 inh: -19%; GLS inh: -11%; JMJD2A Tudor inh: -8%

How did CC(C)c1ccc2[nH]c(O)c(N=NC(=O)c3cccc(S(=O)(=O)Nc4ccccc4Cl)c3)c2c1 do in these assays?
PI4K2A block: -3; HP1b binding inh: 9%; ALOX12 inh: -3%; G9a inh: -24%; ERG Ets-DNA blk: -7%; BAZ2B inh: 2%; RGS4 inh: 30%; GLS inh: 19%; JMJD2A Tudor inh: -11%

Results for CCn1c(SCC(=O)NCc2ccco2)nnc1-c1cccs1 ?
PI4K2A block: -3; HP1b binding inh: 30%; ALOX12 inh: -10%; G9a inh: inconclusive; ERG Ets-DNA blk: 7%; BAZ2B inh: inconclusive; RGS4 inh: -10%; GLS inh: 3%; JMJD2A Tudor inh: -18%

What do the screens show for `O=C(NC12CC3CC(CC(C3)C1)C2)N1CCN(c2nc(-c3ccccc3)cs2)CC1`?
PI4K2A block: -10; HP1b binding inh: 25%; ALOX12 inh: 4%; G9a inh: 14%; ERG Ets-DNA blk: -3%; BAZ2B inh: -29%; RGS4 inh: -34%; GLS inh: -14%; JMJD2A Tudor inh: 6%

Results for CC(=O)Nc1ccc(NC(=O)c2cccc3ccccc23)cc1 ?
PI4K2A block: -1; HP1b binding inh: 32%; ALOX12 inh: 0%; G9a inh: 8%; ERG Ets-DNA blk: 12%; BAZ2B inh: -14%; RGS4 inh: 14%; GLS inh: 0%; JMJD2A Tudor inh: inconclusive

How did Brc1ccc(OCCCCCN2CCOCC2)cc1 do in these assays?
PI4K2A block: 3; HP1b binding inh: -25%; ALOX12 inh: inconclusive; G9a inh: 3.2µM*; ERG Ets-DNA blk: -2%; BAZ2B inh: 35µM*; RGS4 inh: -9%; GLS inh: 2%; JMJD2A Tudor inh: 3.2µM*

How did O=C(CN1CCC(NC(=O)c2ccccc2F)CC1)Nc1ccc2c(c1)OCO2 do in these assays?
PI4K2A block: -3; HP1b binding inh: 12%; ALOX12 inh: 0%; G9a inh: -1%; ERG Ets-DNA blk: 1%; BAZ2B inh: 1%; RGS4 inh: 23%; GLS inh: 2%; JMJD2A Tudor inh: -13%

Results for Cc1c(C)c2cc(Cl)c(OCC(=O)NC3CC(C)(C)NC(C)(C)C3)cc2oc1=O ?
PI4K2A block: 1; HP1b binding inh: 52%[activator]; ALOX12 inh: 7%; ERG Ets-DNA blk: 3%; BAZ2B inh: -1%; RGS4 inh: 14%[11.4 µM]; GLS inh: -5%; JMJD2A Tudor inh: -11%
